PABP1 MLLE inh: inhibitors of PABP1 MLLE–PAM2 peptide binding, primary screen, biochemical, fluorescence polarization, FITC-PAM2, GST-MLLE; Polyadenylate-binding protein 1 (Homo sapiens), P11940; inhibition, % at 20 µM; 0.36% of 360,000 active; AID 588489, 2011; in the data active = inhibition above about 35%, passing the limit was not always enough;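 also: plate controls were DMSO wells with GST-MLLE for no effect and wells lacking GST-MLLE protein for full effect; some results filed as inactive read as strong as hits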
Target sequence (P11940 whole entry, looked up): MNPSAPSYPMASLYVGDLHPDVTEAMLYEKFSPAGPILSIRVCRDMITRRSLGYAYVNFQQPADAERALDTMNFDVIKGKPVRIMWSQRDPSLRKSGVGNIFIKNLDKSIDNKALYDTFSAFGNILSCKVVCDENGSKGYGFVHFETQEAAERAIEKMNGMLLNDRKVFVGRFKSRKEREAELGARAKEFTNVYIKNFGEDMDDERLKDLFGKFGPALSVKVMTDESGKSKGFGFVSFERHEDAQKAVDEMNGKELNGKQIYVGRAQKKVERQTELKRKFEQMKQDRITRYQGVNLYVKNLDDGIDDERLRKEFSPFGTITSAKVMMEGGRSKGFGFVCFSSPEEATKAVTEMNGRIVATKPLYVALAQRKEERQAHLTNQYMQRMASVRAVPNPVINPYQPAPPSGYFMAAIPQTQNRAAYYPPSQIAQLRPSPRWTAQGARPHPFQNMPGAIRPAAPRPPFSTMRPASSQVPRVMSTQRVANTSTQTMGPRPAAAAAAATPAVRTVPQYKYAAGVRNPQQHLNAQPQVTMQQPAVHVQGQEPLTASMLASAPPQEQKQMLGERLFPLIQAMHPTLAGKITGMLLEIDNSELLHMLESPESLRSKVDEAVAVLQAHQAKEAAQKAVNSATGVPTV
TbMetRS inhib: T. brucei MetRS inhibitors, primary screen, biochemical, luminescence; methionyl-tRNA synthetase (Trypanosoma brucei brucei); purified T. brucei MetRS, ATP depletion, Kinase-Glo luminescence; inhibition, % at 11.9 µM; 0.4% of 360,000 active; AID 624268, 2012;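 active = inhibition above a per-plate cutoff of the control wells' mean inhibition plus 3 SD, cut at about 5.5% in these data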;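 also: 0% = DMSO wells median and 100% = median of wells with control inhibitor compound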
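Dosing: 11.9 µM single point; system: parasite MetRS enzyme; technique: luminescence of leftover ATP; times: 15 min enzyme-compound preincubation, 2 h reaction, 10 min detection, 25 °C; replicates: each compound tested once; read-out basis: percent inhibition relative to median high and low control wells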
MsrA inh: bovine MsrA enzyme inhibitors, primary screen, biochemical, absorbance, HTS. inhibition, % at 15.5 µM. purified bovine MsrA, absorbance read-out. 0.75% of 360,000 active. AID 651718, 2012; in the data active = inhibition above about 4.5%;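 also: 0% = vehicle wells with enzyme and 100% = reference inhibitor wells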
SKN-1 inh: suppressors of acrylamide-induced Pgst-4::GFP reporter in worms, primary screen, SKN-1 inhibitor project, whole organism, uHTS, GFP/RFP fluorescence ratio, strain VP596; C. elegans VP596 Pgst-4::GFP/RFP ratio, 24 h; inhibition, % at 21.8 µM; 0.49% of 360,000 active;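 active = interference check ratio from 0.5 to 1.5 plus GFP to RFP signal ratio inhibition reaching or exceeding a fixed threshold, cut at about 30% in these data, passing the limit was not always enough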; also: some compounds called inactive have numbers as strong as hits
CendR NRP1 mod: modulators of CendR peptide binding to NRP-1, primary screen, biochemical, fluorescence polarization, uHTS; Neuropilin-1 (Homo sapiens), O14786; FAM-RPARPAR peptide binding to NRP-1; inhibition, % at 25 µM; 0.85% of 360,000 active;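 active = inhibition or corrected inhibition above about 18%, plus a signal ratio from 0.5 to 1.5, limit read from the data, passing the limit was not always enough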; also: strong numbers were not always called active
MsrA act: bovine MsrA enzyme activators, primary screen, biochemical, absorbance, HTS; purified bovine MsrA, absorbance read-out; Methionine sulfoxide reductase A (Bos taurus); 0.3% of 360,000 active; AID 602163, 2012; activation, % at 10.6 µM; in the data active = activation above about 7.5%;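 also: 0% = vehicle and 100% = reference activator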
E coli Lon inh: inhibitors of E. coli Lon protease, primary screen, biochemical, fluorescence polarization | P0A9M0 | purified E. coli Lon protease | inhibition, % at 7.94 µM | 0.42% of 360,000 active | AID 602123, 2011; in the data active = inhibition above about 13%, passing the limit was not always enough;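 also: 0% = enzyme with probe and DMSO and 100% = no enzyme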
FAS TE block: FAS thioesterase domain inhibitors, primary screen, biochemical, fluorescence intensity, uHTS; Fatty acid synthase (Homo sapiens), P49327; recombinant FAS-TE, OMFH fluorogenic substrate, fluorescence endpoint; inhibition, % at 15 µM; 0.67% of 360,000 active;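 active = compounds whose normalised, plate-corrected inhibition of enzyme fluorescence in the single-dose primary screen is 50% or more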;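 also: 0% = DMSO with enzyme and 100% = substrate without enzyme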
MT1-MMP act inh: blockers of MT1-MMP proenzyme processing, primary screen, HT1080 RFP-PRO-GFP cells, GFP/RFP fluorescence; Matrix metalloproteinase-14 (Homo sapiens), P50281; GFP/RFP ratio fluorescence, overnight; percent of plate control window, DMSO zero; GFP/RFP ratio change, % at 20 µM; 0.061% of 360,000 active; AID 651647, 2012;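 active = GFP/RFP ratio change of at least 30% with cell ATP level not reduced by more than half and red fluorescence within 50% of control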; also: strong numbers were not always called active
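Assay system: HT1080 RFP-PRO-GFP cells | Dosing: 20 µM single dose, 1% DMSO | Incubation: Cells overnight before dosing, compound overnight, 37 °C, 5% CO2 | Evaluation: GFP/RFP fluorescence ratio | Control set: DMSO-only wells and HT1080 RFP-L50D-GFP cell wells as references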
Numbers without * were called inactive; · = no result given.

Every second line gives: MsrA act	E coli Lon inh	CendR NRP1 mod	MsrA inh	PABP1 MLLE inh	MT1-MMP act inh	TbMetRS inhib	FAS TE block	SKN-1 inh
CC1(C)CC2CC(C)(CN2c2ncnc3ccc(Br)cc23)C1 (stereo not given)
→ -1	-3	-5	0.6	14	-14	-0.3	33	6
COc1cccc2sc(N(CCN(C)C)C(=O)c3ccc4c(c3)CCCC4)nc12
→ 0	-3	10	-0.9	10	4	-0.3	17	24
Nc1ccn([C@@H]2O[C@H](CNCc3ccc(C#CCCO)cc3)[C@@H](O)[C@H]2O)c(=O)n1
→ -3	-12	-12	-1.1	11	1	0.0	-7	-2
O=C(NC(=S)Nc1ccc(Br)cc1F)C1CCCCC1
→ -7	3	11	0.5	32	5	-0.3	2	15
Cc1ccc(S(=O)(=O)Nc2c(NC3CCCCC3)c3ccccc3oc2=O)cc1
→ -1	-14	6	0.8	1	-7	0.1	5	4
O=c1ccn(C2CCCO2)c(=O)[nH]1 (stereo not given)
→ -1	-1	-6	-0.4	9	1	-0.3	-4	9
Cc1ccc(C(=O)N2CCN(C)CC2)cc1[N+](=O)[O-]
→ -2	5	-3	0.5	1	2	-0.1	-5	-1
COc1ccc(NC(=O)CN(C)C(=O)C2=NN(c3ccccc3)C(=O)CC2)cc1
→ -4	-11	-6	1.6	0	-1	-0.3	-6	-7
Fc1cc(F)c(NC(=S)N2CCOCC2)c(F)c1
→ -3	-1	13	-1.4	16	-2	-0.1	-3	-4
CCN(CC)C(=O)CC(c1ccccc1)c1ccco1 (stereo not given)
→ -2	-5	-1	0.1	-4	-5	-1.0	-5	-9
CCCCC(CC)CNC(=O)c1ccc2c(c1)OCO2 (stereo not given)
→ -7	-5	7	-0.3	-6	-3	-0.7	5	2
O=C(O)C1C2C=CC(C2)C1C(=O)NCc1ccc2c(c1)OCO2 (stereo not given)
→ -10	8	-2	0.0	-9	-3	-1.1	-9	2
Cc1cc(Br)c(NC(=O)Cn2c([N+](=O)[O-])cnc2C)cc1C
→ -5	-6	6	1.0	-11	0	0.5	-7	1
Cc1ccc2nc(-c3cccnc3)c(NC3CCCCC3)n2c1
→ -8	13	-1	0.2	46*	-1	-0.4	-1	9
O=C(CSc1n[nH]c(=O)[nH]c1=O)Nc1ccccc1C(=O)c1ccccc1
→ 1	-5	4	0.7	-7	7	0.2	-1	12
Cc1cccc(C)c1NC(=O)c1cccc2c1-c1ccccc1C2=O
→ -11	-2	-7	0.2	9	4	-1.2	-5	-5
Cc1ccc(C(=O)NNC(=O)C2CCN(c3nc(C)cc(C)n3)CC2)cc1
→ -5	1	-2	1.3	4	1	0.0	-6	-11
COc1ccc(/C=C/C(=O)Nc2ccc(C34CC5CC(CC(O)(C5)C3)C4)cc2)cc1OC
→ -10	-5	6	2.4	-11	2	2.2	9	-4
Cc1cccc(Nc2c([N+](=O)[O-])ccc3nonc23)c1
→ -2	-2	-2	1.1	-3	2	0.7	0	5
O=C(NC(=S)NNC(=O)c1ccco1)c1ccc(Br)cc1
→ 3	0	18	1.8	20	2	0.4	-2	2
C[C@H](C(=O)CC(=O)OC(C)(C)C)[C@H](O)c1ccccc1
→ -4	-9	18	-0.7	-13	-2	0.1	-12	-4
COCCN1CCN(C(=O)C2CCC(=O)N(CCc3cccc(F)c3)C2)CC1 (stereo not given)
→ -2	6	4	0.2	0	1	-0.2	-6	19
Cc1ccc(NC(=O)CSc2nc(NS(=O)(=O)c3ccccc3)cc(=O)[nH]2)cc1
→ -4	-4	-5	·	14	1	0.1	-10	9
CC(C)COc1ccc(C(=O)Nc2ccc(N3CCOCC3)cc2N2CCOCC2)cc1
→ -2	1	3	-0.2	-8	3	0.6	9	-8
CCCOc1ccc(/C=N/Nc2cc(N3CCOCC3)ncn2)c(O)c1
→ -7	-11	-1	0.9	-7	-1	-0.3	15	-9
Cc1ccccc1C1(O)c2ccccc2-c2ccccc21
→ 0	5	7	-0.4	6	-1	-0.4	20	-6
O=C(c1ccc(COc2c(F)c(F)c(F)c(F)c2F)o1)N1CCOCC1
→ -9	-1	6	-1.0	3	2	-0.9	0	-5
NC(=O)CC(NC(=O)Cc1ccc(Cl)cc1)c1ccc(NCCc2ccccc2F)c([N+](=O)[O-])c1 (stereo not given)
→ -1	-15	-21	0.3	-6	4	0.0	32	-1
Oc1cc(NCCN2CCOCC2)cc2cccnc12
→ -14	3	29*	0.8	32	-4	-0.2	-2	-7
COc1ccc(OC)c(NC(=S)NCCN2CCOCC2)c1
→ -1	5	14	0.4	4	1	-0.3	-3	14
CCS(=O)(=O)N1Cc2ccccc2CC1C(=O)Nc1ccc(C)cc1 (stereo not given)
→ -1	12	-19	0.1	-41	-4	0.0	-1	2
CC1CCN(C(=O)Cn2nnc(-c3ccc([N+](=O)[O-])cc3)n2)CC1
→ -1	-3	-5	0.1	0	5	-0.9	6	1
CN1CCN(CC(=O)N2N=C(c3cccs3)CC2c2ccco2)CC1 (stereo not given)
→ -3	3	-5	0.9	-2	-3	0.3	-9	9
O=C(CSc1nc2ccc(Cl)cc2o1)NCc1ccc2c(c1)OCO2
→ -4	-2	1	0.1	0	5	-1.3	10	7
Cc1ccc(SCCNS(=O)(=O)c2ccc3c(c2)OCCO3)cc1
→ -8	-4	12	0.8	9	-5	-1.3	9	11
O=C(NC(=S)Nc1ccccn1)c1cccc([N+](=O)[O-])c1
→ -2	-11	-7	0.0	19	5	-0.5	20	20
Cc1ccc(Nc2nc(N)c([N+](=O)[O-])c(N3CCOCC3)n2)cc1C
→ -11	7	4	1.9	18	-3	-1.2	10	-14
Cn1c2cc(Br)sc2c2cnn(Cc3c(F)cccc3Cl)c(=O)c21
→ -5	-12	-8	0.2	3	-1	-0.2	-1	14
O=C(COC(=O)/C=C/C(=O)OCC(=O)Nc1ccccc1F)Nc1ccccc1F
→ -6	-4	-4	-0.6	6	-4	-0.5	-4	-7
O=C(O)c1ccc(-n2[nH]c3c(c2=O)CCCC3)cc1
→ -3	0	13	-0.2	2	9	-0.1	-2	7

Part of the list above in another layout:
Oc1cc(NCCN2CCOCC2)cc2cccnc12
  MsrA act: -14; E coli Lon inh: 3; CendR NRP1 mod: 29*; MsrA inh: 0.8; PABP1 MLLE inh: 32; MT1-MMP act inh: -4; TbMetRS inhib: -0.2; FAS TE block: -2; SKN-1 inh: -7
COc1ccc(OC)c(NC(=S)NCCN2CCOCC2)c1
  MsrA act: -1; E coli Lon inh: 5; CendR NRP1 mod: 14; MsrA inh: 0.4; PABP1 MLLE inh: 4; MT1-MMP act inh: 1; TbMetRS inhib: -0.3; FAS TE block: -3; SKN-1 inh: 14
CCS(=O)(=O)N1Cc2ccccc2CC1C(=O)Nc1ccc(C)cc1 (stereo not given)
  MsrA act: -1; E coli Lon inh: 12; CendR NRP1 mod: -19; MsrA inh: 0.1; PABP1 MLLE inh: -41; MT1-MMP act inh: -4; TbMetRS inhib: 0.0; FAS TE block: -1; SKN-1 inh: 2

Remaining list, next part:
Every second line gives: MsrA act	E coli Lon inh	CendR NRP1 mod	MsrA inh	PABP1 MLLE inh	MT1-MMP act inh	TbMetRS inhib	FAS TE block	SKN-1 inh
COc1ccccc1CNC(=O)Nc1nc(C(N)Cc2ccc(Cl)cc2)cs1 (stereo not given)
→ 0	0	-7	0.4	5	-3	-0.3	12	-2
CCOC(=O)c1c(-c2ccc(OC)cc2)cn2ccccc12
→ -2	9	-13	0.3	-10	-7	-0.7	4	7
CCOC(=O)C1=C(C)N(C)C(=S)NC1c1cc(OC)ccc1OC (stereo not given)
→ -11	-10	4	0.3	-28	1	-1.1	-4	-1
CCCS(=O)(=O)c1c(S(=O)(=O)CCC)c2cnccn2c1C(=O)c1ccc(OC)cc1
→ -5	11	-11	0.2	5	2	0.0	2	9
CCOC(=O)C1CCN(S(=O)(=O)c2cc(Br)cc3c2N(C(C)=O)C(C)C3)CC1 (stereo not given)
→ -2	-2	8	1.2	-4	0	0.1	1	13
O=c1[nH]c2ccc(NC(=S)Nc3ccc(F)cc3)cc2[nH]1
→ -1	8	4	-0.3	19	0	-0.4	-7	-8
CC(C)(C)c1ccc(C(=O)OCC(=O)NC2CC2)cc1
→ -2	-11	-8	-0.4	-1	0	-0.3	0	19
CCCOc1cccc(C2C(C(=O)c3ccco3)=C(O)C(=O)N2CCCn2ccnc2)c1 (stereo not given)
→ 0	-17	-7	0.6	-2	0	-0.4	-6	7
CCOC(=O)c1c(N)n[nH]c1-c1ccccc1
→ -9	-3	0	1.3	7	0	-1.3	-11	-4
O=C(Cn1nc(C(=O)O)c2ccccc2c1=O)Nc1cccc(S(=O)(=O)N2CCOCC2)c1
→ -1	-16	9	0.9	-3	-2	-0.3	-6	6
O=C(O)/C(=C\c1ccc2ccccc2c1)c1cccc2ccccc12
→ -5	0	-29	0.1	-8	2	-0.2	9	-3
Cn1c(SCC(=O)N2CCN(c3cccc(Cl)c3)CC2)nnc1-c1ccncc1
→ -2	0	-4	0.1	10	3	-0.7	-4	3
CC1(C)Nc2ccccc2C(=O)N1NC(=O)c1ccccc1
→ -2	1	0	2.2	7	1	-0.3	-6	-10
COC(=O)Cc1c(-c2[nH]c3ccccc3c2CC(=O)OC)[nH]c2ccccc12
→ -5	-4	-3	0.6	14	-28	-0.3	11	15
CC(C)CNC(=O)C1CCN(c2ccc(S(=O)(=O)N3CCOCC3)cc2[N+](=O)[O-])CC1
→ -8	0	10	-0.2	-5	-4	-0.5	-14	-13
O=C(NCc1ccncc1)C1CCCCC1
→ -4	-4	-3	-0.7	-2	-7	-1.3	-6	4
COc1cnc(-c2ccccc2)nc1Oc1ccc(C(C)(C)C)cc1
→ 6	2	1	-0.3	7	-1	-0.6	32	-12
CCCN(CC1CC1)S(=O)(=O)c1ccc(-n2cnnn2)c(OC)c1
→ -3	0	-5	0.4	-10	4	-0.2	2	12
CN1C(=O)c2ccc(S(=O)(=O)c3ccc(C(=O)O)cc3)cc2C1=O
→ -5	0	-9	-0.4	7	4	1.8	-9	-3
CCCC(=O)N1CCN(c2ccc(NC(=O)c3ccc([N+](=O)[O-])o3)cc2Cl)CC1
→ -2	5	0	2.2	10	-9	-0.6	13	-15
CC1CCN(C(=O)C2Cc3ccccc3CN2S(=O)(=O)c2ccc(F)cc2)CC1 (stereo not given)
→ -7	6	7	-0.4	-3	0	-0.2	9	15
Cc1c(Cl)c([N+](=O)[O-])nn1CC(=O)NCc1cccs1
→ -7	10	5	-0.2	4	0	-0.9	22	5
CC(=O)Nc1nc(-c2ccc3c(c2)OCO3)cs1
→ -4	-7	-3	0.8	-4	4	-1.1	-4	7
CN(CC(=O)Nc1ccc(F)cc1)C(=O)c1ccc2ccccc2n1
→ -2	-26	7	-0.2	14	0	-0.1	-2	2
O=C(NC1CCCC1)c1ccc(CSCc2ccccc2F)o1
→ -3	-6	2	-0.7	19	-3	-0.7	5	17
O=C(Oc1c(CN2CCOCC2)cc(Cl)c2cccnc12)c1ccccc1
→ -4	-9	-4	-1.1	-12	-2	-0.8	8	6

Bioassay records as filed in PubChem BioAssay.
